# KB-V1 MDR tox: KB-V1 MDR subline cytotoxicity | 3.4% of 400,000 active | Potency, µM (series often up to 46.1 µM), for the others: top-dose activity change, negative = cytotoxicity, usual class: cytotoxic | KB-V1 MDR cells viability, CellTiter-Glo, 72 h; also: % is scaled to controls: 0 for no effect and ±100 for the full control effect; nearly all actives have a fitted effect of over 60% in size
#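 KB-V1 cells (P-gp-expressing MDR subline of KB-3-1) in phenol-red-free DMEM with 10% FBS were exposed to library compounds over a concentration series for 72 h at 37 degrees C. Viability read by CellTiter-Glo luminescence; concentration-effect curves fitted after normalization.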
# GLP1R ag: agonists of human GLP-1 receptor | P43220 | HEK293 GLP-1R CRE-luciferase, luminescence, 4-6 h; cells express a hypersensitive GLP-1R form | Potency, µM (series often up to 45.6 µM), without a hit: top-dose activation, usual class: activators | 0.007% of 380,000 active | AID 624172; also: % of control where 0% means no effect
# Target sequence (P43220 whole entry, looked up): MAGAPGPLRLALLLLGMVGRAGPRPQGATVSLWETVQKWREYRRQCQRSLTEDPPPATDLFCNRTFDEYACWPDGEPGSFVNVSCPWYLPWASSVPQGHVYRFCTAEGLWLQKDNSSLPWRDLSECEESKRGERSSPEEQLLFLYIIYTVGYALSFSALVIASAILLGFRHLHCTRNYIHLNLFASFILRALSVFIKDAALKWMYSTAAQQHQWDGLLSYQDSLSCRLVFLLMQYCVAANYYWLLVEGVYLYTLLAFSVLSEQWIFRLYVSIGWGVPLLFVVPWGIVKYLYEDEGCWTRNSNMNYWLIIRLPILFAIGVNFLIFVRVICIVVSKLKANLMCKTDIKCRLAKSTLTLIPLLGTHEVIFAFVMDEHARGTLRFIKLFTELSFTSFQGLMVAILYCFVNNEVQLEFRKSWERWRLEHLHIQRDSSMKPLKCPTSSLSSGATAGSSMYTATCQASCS
# SW480 rereplic: inducers of DNA re-replication in SW480 colon cancer cells | 1.8% of 340,000 active | AID 624297 | Potency, µM (series often up to 46.1 µM), without a hit: at the highest dose re-replication activation, hits mostly activators | SW480 DNA re-replication, Hoechst DNA content imaging, 48 h; also: % of control where 0% means no effect; nearly all actives have a fitted effect of over 55% in size
#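 Compounds, transferred as 23 nL by pin tool, were incubated with cells for 48 hr; DNA content per nucleus was then quantified by Hoechst staining and fluorescence plate imaging.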
# HT1080 IDH1KD tx: kills HT-1080 cells with IDH1 knockdown; HT-1080 IDH1 knockdown viability, ATP luminescence, 48 h; Potency, µM (doses to about 46.1 µM), for inactives: top-dose activity, negative = toxicity, hits mostly cytotoxic; 2% of 360,000 active;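 also: 0% = DMSO wells and -100% = cell-free medium wells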
#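 After a 2 h attachment period, IDH1KD HT-1080 cells took pin-transferred compound for 48 h at 37 °C; ATP-based luminescence after 10 min room-temperature reagent incubation reported viability.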
# TDP-43 yeast inh: TDP-43 toxicity inhibition in yeast; TDP-43 expressing yeast growth rescue, BacTiter-Glo, 24 h; Potency, µM (top dose mostly 46.1 µM), for inactives: top-dose growth rescue (activation), most hits filed as activators; 1.8% of 410,000 active; also: % of control where 0% means no effect; nearly all actives have a fitted effect of over 50% in size
#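 Cell-based yeast growth screen: TDP-43 expression induced in galactose, inoculum OD600=0.02 after raffinose pregrowth to mid-log. Read-out BacTiter-Glo luminescence at 24 hr, 30 deg C; inhibition of toxicity seen as signal increase.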
# GLP1R inv ag: GLP-1 receptor (human) inverse agonism; 1.6% of 410,000 active; AID 624417; Potency, µM (highest dose often 38.3 µM), for inactives: at the highest dose activity change, negative = inhibition, hits mostly inhibitors; HEK293 GLP-1R CRE-luciferase, luminescence, 24 h; GLP-1R form is constitutively active; also: % is scaled to controls: 0 for no effect and ±100 for the full control effect; nearly all actives have a fitted effect of over 55% in size
#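 Readout was luciferase luminescence, measured 12 min after detection reagent at room temperature. Beforehand, GLP-1R reporter HEK293 cells had sat 12 h, then received compounds for 24 hr at 37 deg C.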
# KB-3-1 tox: kills parental KB-3-1 adenocarcinoma cells; KB-3-1 viability, CellTiter-Glo ATP luminescence, 72 h; Potency, µM (top dose mostly 46.1 µM), for the others: at the top dose activity change, negative = cytotoxic, actives largely listed as cytotoxic; 1.4% of 400,000 active; AID 1347075; also: % is scaled to controls: 0 for no effect and ±100 for the full control effect; nearly all actives have a fitted effect of over 60% in size
#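 Luminescent ATP read-out (CellTiter-Glo) measures survival of drug-naive KB-3-1 cells after 72 h compound exposure at 37 °C. Titration series was screened from lowest to highest concentration, with DMSO vehicle plates as background controls.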
# HT1080-NT tox: kills 2HG-producing HT-1080-NT fibrosarcoma cells. HT-1080-NT fibrosarcoma viability, CellTiter-Glo ATP luminescence, 48 h. Potency, µM (doses to about 46.1 µM), for inactives: at the top dose activity, negative = less viability, most hits filed as cytotoxic. 1.6% of 360,000 active. AID 686970;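 also: NT is the 2HG producing partner of a matched IDH1 knockdown line; 0% = DMSO-treated cells and -100% = media-only wells without cells; nearly all actives have a fitted effect of over 55% in size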
#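 Luminescent CellTiter-Glo readout after 48 hours of compound exposure at 37 degrees C defined viability of HT-1080-NT cells. Activity was normalized to DMSO wells and cell-free media wells; concentration-response curves were fitted and assigned curve classes.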
# HEK293 tox: cytotoxicity counter-screen for GLP-1 receptor inverse agonists | Potency, µM (titrated, usually from 38.3 µM), for inactives: at the highest dose activity change, negative = inhibition, usual class: inhibitors | AID 624418 | 0.13% of 410,000 active | HEK293 cAMP-luciferase reporter cells, luminescence, 24 h;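 also: loss of luciferase light is scored as toxicity; % is scaled to controls: 0 for no effect and ±100 for the full control effect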
#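 Quantitative HTS format, 1536 wells, 200 cells/uL seeded. Compounds: 23 nL, 24 h, 37 °C. Detection: luciferase reagent, luminescence at 12 min RT; decreased signal taken as cytotoxic.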
# Numbers without * were called inactive; u = inconclusive; x = no result given; [ ] = remark or other dose. Calls follow the shape of the dose curve; as a rule, active = well fitted curve in the direction sought with a large enough effect; inconclusive = small, poorly fitted or top-dose-only effect, or another doubt; inactive = no such curve, though single readings can be large; an effect the other way counts as inactive or inconclusive. Potency is read from the fitted curve at half-maximal effect.
(1) OC(c1ccc(Cl)cc1)C(CN1CCOCC1)c1ccccc1 (configuration not stated)
(2) COc1ccccc1C1C(C#N)=C(N)Oc2c1oc(CO)cc2=O (configuration not stated)
(3) COc1cccc(-n2cnc3sc(C)cc3c2=O)c1
(4) COc1cccc(C(=O)N(Cc2nc(-c3ccc(Cl)cc3)no2)C(C)C)c1OC
(5) O=C(COC(=O)[C@H](Cc1ccccc1)NC(=O)c1ccco1)NCc1ccccc1
(6) Cc1nnsc1S(=O)c1ccc(Br)cc1 (configuration not stated)
(7) O=C(CCNC(=O)c1ccc(Cl)cc1)NN1C(=O)NC2(CCCCC2)C1=O
(8) O=C(CCn1c(=O)sc2ccccc21)Nc1nccs1
assay / compound,1,2,3,4,5,6,7,8
KB-V1 MDR tox,-9.9%,-13.5%,0.9%,2.6%,4.7%,3.1%,5.7%,-12.2%
GLP1R ag,8.5%,3.3%,2.5%,-0.4%,-3.3%,9.2%,4.9%,20.6%
SW480 rereplic,-12.0%,-25.7%[1.84 µM],1.3%,x,-4.2%,-2.0%,3.9%,-10.0%
HT1080 IDH1KD tx,-8.5%,16.2%,u,x,1.8%,-1.1%,11.9%,-0.6%
TDP-43 yeast inh,-10.4%,x,-10.7%,24.2%,9.6%,13.5%,-2.9%,7.7%
GLP1R inv ag,u,7.5%,23.1%,u,-11.4%,0.0%,5.2%,-1.6%
KB-3-1 tox,-1.9%,-6.5%,3.1%,-21.3%,3.9%,-11.7%,18.4%,-6.6%
HT1080-NT tox,-16.1%,21.0%,18.5%,x,7.0%,-2.6%,1.3%,8.0%
HEK293 tox,-3.3%,0.3%,12.6%,1.7%,3.7%,u,2.8%,-0.9%

# Full records from above. Values in the order: KB-V1 MDR tox, GLP1R ag, SW480 rereplic, HT1080 IDH1KD tx, TDP-43 yeast inh, GLP1R inv ag, KB-3-1 tox, HT1080-NT tox, HEK293 tox
# COc1cccc(-n2cnc3sc(C)cc3c2=O)c1 reads 0.9%, 2.5%, 1.3%, u, -10.7%, 23.1%, 3.1%, 18.5%, 12.6%
# O=C(CCn1c(=O)sc2ccccc21)Nc1nccs1 reads -12.2%, 20.6%, -10.0%, -0.6%, 7.7%, -1.6%, -6.6%, 8.0%, -0.9%

# (more compounds)
(9) O=C(COC(=O)[C@@H]1CCCN1S(=O)(=O)c1ccc(Cl)cc1)NC1CC1
(10) COc1ccc(CN2CCCCC2C(=O)Nc2ccc(OC)c(OC)c2)cc1OC (configuration not stated)
(11) C[C@H](NC(=O)c1nc[nH]c1C(=O)N[C@@H](CCCCNC(=O)OC(C)(C)C)C(=O)OC(C)(C)C)C(=O)OCc1ccccc1
(12) CC(C)n1c(CNC(=O)c2ccccc2)nc2ccccc21
(13) Cc1ccc(C2N(c3cccc(Cl)c3)C(=O)C3CCCN32)o1 (configuration not stated)
(14) CNC(=O)c1[nH]cnc1C(=O)NCC(=O)OC(C)(C)C
(15) CCCCNC(=O)CCC(=O)Nc1ccc2nc(N3CCCCC3)cc(C)c2c1
(16) CCCCn1nc(C(=O)NC2=NCCS2)c2ccccc2c1=O
assay / compound,9,10,11,12,13,14,15,16
KB-V1 MDR tox,6.1%,-32.5%,-4.0%,-20.8%,15.9%,-0.6%,-24.7%,-4.3%
GLP1R ag,-0.8%,26.8%,-1.2%,-0.6%,0.0%,2.1%,13.5%,1.5%
SW480 rereplic,-6.4%,11.8%,-10.4%,-2.2%,-22.5%,-1.3%,8.3%,2.8%[9.22 µM]
HT1080 IDH1KD tx,6.7%,-21.5%,-29.7%,8.1%,10.2%,8.4%,-14.4%,5.8%
TDP-43 yeast inh,15.0%,-10.5%,10.1%,3.8%,18.3%,22.4%,-7.7%,1.7%
GLP1R inv ag,13.2%,112.1%[activator],u,-25.0%,7.2%,9.7%,u,13.3%
KB-3-1 tox,-2.3%,12.6%,-1.1%,11.4%,11.9%,11.0%,-0.2%,29.3%
HT1080-NT tox,8.1%,-3.4%,-14.9%,2.5%,14.6%,8.6%,-9.3%,2.5%
HEK293 tox,-2.6%,-35.2%,-21.5%,-4.8%,-5.7%,u,14.4%,-6.5%

(17) CCOC(=O)c1cc2c(ccn2C)n1CC(=O)N1C(C)CCCC1C (configuration not stated)
(18) Cc1[nH]c(C)c(S(=O)(=O)Nc2ccccc2)c1C(=O)N1CCCC1
(19) O=c1oc2ccccc2c(NC2CCCCC2)c1NS(=O)(=O)c1ccc(F)c(Cl)c1
(20) Cc1cccc(NC(=O)Cn2cc(C(=O)C3CC3)c3ccccc32)c1
(21) Cc1onc(-c2ccccc2)c1C(=O)Nc1nnc(C(C)(C)C)s1
(22) CCc1ccc(S(=O)(=O)c2c(C(=O)c3ccccc3)cnc3ccc(CC)cc23)cc1
(23) O=C(COc1ccc(Cl)cc1)NC(=S)Nc1ccccc1N1CCOCC1
(24) O=C1C2CC=C(Cl)CC2C(=O)N1CCc1ccccc1 (configuration not stated)
(25) Cc1ccccc1CC1(CO)CCCN(C(=O)CCC(F)(F)F)C1 (configuration not stated)
assay / compound,17,18,19,20,21,22,23,24,25
KB-V1 MDR tox,-2.6%,0.0%,-7.5%,u,-20.5%,-15.6%,-8.1%,u,-26.4%
GLP1R ag,4.3%,-4.8%,3.3%,6.4%,4.0%,x,16.5%,8.2%,-6.6%
SW480 rereplic,-15.9%,-17.7%,-11.5%,-1.2%,-12.9%,x,-0.9%,-2.8%,-4.1%
HT1080 IDH1KD tx,5.2%,7.4%,-10.9%,-8.2%,-3.4%,x,0.8%,2.7%,2.4%
TDP-43 yeast inh,8.5%,3.5%,-4.8%,5.9%,-10.3%,0.0%,-2.5%,-16.5%,12.7%
GLP1R inv ag,-15.7%,17.5%,15.2%,-22.4%,u,u,u,9.3%,-4.6%
KB-3-1 tox,4.0%,-2.7%,-12.6%,1.4%,-2.1%,2.4%,6.6%,1.7%,9.4%
HT1080-NT tox,20.4%,8.3%,-16.7%,-4.3%,3.7%,x,2.3%,15.2%,15.1%
HEK293 tox,0.2%,1.7%,2.8%,-1.9%,3.5%,4.6%,14.5%,12.6%,7.1%

# Three records picked at random from the list so far, as already listed:
(17) CCOC(=O)c1cc2c(ccn2C)n1CC(=O)N1C(C)CCCC1C (configuration not stated)
(25) Cc1ccccc1CC1(CO)CCCN(C(=O)CCC(F)(F)F)C1 (configuration not stated)
(21) Cc1onc(-c2ccccc2)c1C(=O)Nc1nnc(C(C)(C)C)s1
assay / compound,17,25,21
KB-V1 MDR tox,-2.6%,-26.4%,-20.5%
GLP1R ag,4.3%,-6.6%,4.0%
SW480 rereplic,-15.9%,-4.1%,-12.9%
HT1080 IDH1KD tx,5.2%,2.4%,-3.4%
TDP-43 yeast inh,8.5%,12.7%,-10.3%
GLP1R inv ag,-15.7%,-4.6%,u
KB-3-1 tox,4.0%,9.4%,-2.1%
HT1080-NT tox,20.4%,15.1%,3.7%
HEK293 tox,0.2%,7.1%,3.5%

# Values in list order from the list:
# HT1080-NT tox, nos. 20 to 24 → -4.3%, 3.7%, x, 2.3%, 15.2%
# GLP1R ag, nos. 20 to 24 → 6.4%, 4.0%, x, 16.5%, 8.2%

# Screening results: PubChem, National Center for Advancing Translational Sciences (NCATS)
